Source: PubChem (several laboratories)
PrPC TRFRET: cell surface PrPC inhibition, primary TR-FRET screen; TR-FRET read-out; P04156; inhibition, % at 13.8 µM; 370,000 compounds, 0.43% hits; in the data active = inhibition above about 24%; note: 0% = median of the test wells and 100% = reference compound wells
BioA inh: inhibitors of Mycobacterium tuberculosis BioA enzyme | 360,000 compounds, 0.096% hits | inhibition, % at 9.99 µM | purified M. tuberculosis BioA enzyme, plate reader; in the data active = inhibition above about 40%; inconclusive = no clear call, values can overlap the other calls
Rv3671c protease: inhibits the M. tuberculosis serine protease Rv3671c | P9WHR9 | inhibition, % at 5.96 µM | 320,000 compounds, 0.048% hits | AID 2606; in the data active = inhibition above about 38%;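 note: extracellular domain of Rv3671c used as enzyme; 0% = enzyme with DMSO and 100% = no enzyme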
Target sequence (P9WHR9 whole entry, looked up, the tested form may be a part): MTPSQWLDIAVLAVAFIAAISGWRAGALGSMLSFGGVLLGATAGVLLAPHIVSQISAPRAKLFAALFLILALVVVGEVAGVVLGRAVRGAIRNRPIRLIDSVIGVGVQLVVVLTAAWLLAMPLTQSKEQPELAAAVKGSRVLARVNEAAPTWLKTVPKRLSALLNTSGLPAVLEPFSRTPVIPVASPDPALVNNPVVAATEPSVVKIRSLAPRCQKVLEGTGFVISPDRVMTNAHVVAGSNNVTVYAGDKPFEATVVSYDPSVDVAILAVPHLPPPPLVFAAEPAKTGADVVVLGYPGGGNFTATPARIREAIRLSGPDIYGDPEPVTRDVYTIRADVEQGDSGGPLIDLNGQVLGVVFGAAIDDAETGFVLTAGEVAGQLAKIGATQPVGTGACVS
GDH-TPI counter: counter-screen for M. tuberculosis FBA inhibitors: GDH-TPI coupled enzymes | GDH-TPI coupled enzyme counterscreen, NADH absorbance | inhibition, % at 4.8 µM | 360,000 compounds, 1.2% hits; in the data active = inhibition above about 30%;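 note: 0% = DMSO wells and 100% = wells lacking the enzyme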
Mtb FBA inh: inhibitors of M. tuberculosis fructose-bisphosphate aldolase; AID 588726; inhibition, % at 1 µM; purified M. tuberculosis FBA, fluorescence read-out; 360,000 compounds, 2.3% hits; in the data active = inhibition above about 27%;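 note: 0% = vehicle and 100% = reference inhibitor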
MazEF act: MazEF (E. coli) toxin RNase activation; FAM/BHQ RNA-DNA oligo cleavage fluorescence, 5 h; activation, % at 20 µM; 350,000 compounds, 0.32% hits; AID 504720; in the data active = activation above about 50%
Target sequence (P0AE70 whole entry, looked up): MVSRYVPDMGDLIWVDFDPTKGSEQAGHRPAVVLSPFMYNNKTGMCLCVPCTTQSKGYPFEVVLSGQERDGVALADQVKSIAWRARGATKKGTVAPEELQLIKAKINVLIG
BoNT F protease: blocks Botulinum neurotoxin F light chain protease | Multiplex microsphere protease cleavage assay, flow cytometry | inhibition, % at 10 µM | AID 588497 | 360,000 compounds, 0.22% hits; in the data active = inhibition above about 35%, passing the limit was not always enough; inconclusive = no clear call, values can overlap the other calls; note: plate controls were buffer without enzyme for full effect and enzyme alone for no effect
FadD28 binding: M. tuberculosis FadD28 bisubstrate binding inhibition. FadD28 bisubstrate probe binding, fluorescence polarization. inhibition, % at 12.5 µM. 360,000 compounds, 0.22% hits; in the data active = inhibition above about 8.5%, passing the limit was not always enough; inconclusive = no clear call, values can overlap the other calls
UGM FP inh: Mtb UDP-galactopyranose mutase inhibition; P9WIQ1; purified UGM, fluorescence polarization probe displacement; inhibition, % at 10 µM; 320,000 compounds, 0.06% hits; AID 504406; in the data active = inhibition above about 10%, passing the limit was not always enough; inconclusive = no clear call, values can overlap the other calls
Target sequence (P9WIQ1 whole entry, looked up): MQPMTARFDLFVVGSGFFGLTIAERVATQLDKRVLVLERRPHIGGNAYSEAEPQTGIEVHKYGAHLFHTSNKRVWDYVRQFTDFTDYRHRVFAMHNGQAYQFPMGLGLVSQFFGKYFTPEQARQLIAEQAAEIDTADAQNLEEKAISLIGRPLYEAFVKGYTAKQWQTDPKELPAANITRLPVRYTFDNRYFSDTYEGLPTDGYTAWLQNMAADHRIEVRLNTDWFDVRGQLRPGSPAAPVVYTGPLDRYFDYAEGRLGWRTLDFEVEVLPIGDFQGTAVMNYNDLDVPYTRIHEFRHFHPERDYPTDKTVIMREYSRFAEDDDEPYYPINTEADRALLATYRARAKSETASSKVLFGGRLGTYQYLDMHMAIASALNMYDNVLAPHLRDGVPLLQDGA
* = called active by the depositor; ? = inconclusive; . = not tested or not shown; & = joins results of further samples. No enrichment for hits; any-hit rate near 4.8%.

SMILES	PrPC TRFRET	BioA inh	Rv3671c protease	GDH-TPI counter	Mtb FBA inh	MazEF act	BoNT F protease	FadD28 binding	UGM FP inh
CC1(C(=O)NS(=O)(=O)c2ccc(F)cc2F)CCN1C(=O)CC(c1ccccc1)c1ccccc1 (stereo unspecified)	-4	0.1	.	4	-3	.	-5	-1.5	.
CCC1=C/C(=C/N(C)c2ccccc2)C(=O)S1	-5	-0.3	5	8	3	11	-17	0.6	1.8
CCCOc1ccc(S(=O)(=O)n2cc(Br)c(=O)[nH]c2=O)cc1	2	2.8	-9	-2	6	-6	-8	0.2	-1.4
CC1=CC(C2CC(=O)N(c3ccccc3C)C2=O)CC2C(=O)N(c3ccccc3C)C(=O)C12 (stereo unspecified)	3	.	0	0	1	2	-2	-4.3	3.3
CC(C)[C@H](NC(=O)c1ccccc1F)C(=O)Nc1cccc(S(=O)(=O)N2CCOCC2)c1	11	-0.1	.	-3	-3	9	-4	-2.8	.
CC(C)NC(=O)N(C)C[C@@H]1Oc2ccc(NC(=O)CCN3CCOCC3)cc2CC(=O)N([C@@H](C)CO)C[C@@H]1C	4	1.9&-3.1	-4	12	-1	-72	0	1.3	5.9
COc1ccc(S(=O)(=O)N2CCc3ccccc32)cc1NC(C)=O	13	.	0	1	-1	5	-1	-3.1	2.8
COc1cccc(C2NC(=S)NC3=C2CCc2ccccc23)c1 (stereo unspecified)	3	.	-3	9	1	10	-11	0.3	3.5
CN(C)/C=C(/C(=O)c1ccc(Cl)cc1)S(C)(=O)=O	5	.	1	9	-1	-4	-5	-1.0	-4.2
COc1ccc(-c2nc3c(C)cc(Br)cn3c2Cc2ccc(C)cc2)cc1OC	0	-4.2	.	.	3	.	4	-3.4	.
CCOc1ccc(NC(=S)c2ccncc2)cc1	-4	.	-14	5	3	-1	-11	0.1	2.5
CC(C)(C)c1ccc(C(=O)Nc2cccnc2)cc1	5	11	-3	-6	2	1	12	-1.7	-0.2
CC1(C)CC(=O)C=C(Nc2ccc([N+](=O)[O-])cc2)C1	-49	16	-1	47*	-3	1	15	-1.0	0.4
Cc1nc(C)c(NC(=O)N2CCc3ccccc32)cc1NC(=O)N1CCc2ccccc21	-6	-0.9	2	10	0	6	-1	-4.1	-0.8
CC(/C=C(\C)Nc1ccccc1)=Nc1ccccc1	5	0.2	-2	4	2	-9	4	-1.1	1.5
COc1ccccc1NC(=O)N1CCCC1C(=O)NCCc1ccccc1 (stereo unspecified)	-1	-1.2	-4	3	3	1	?	-1.6	4.5
O=C(NCCSc1ccccc1)c1ccccc1Cl	-5	.	-3	0	8	6	-9	-2.9	-1.0
CCOC(=O)c1c(C)n(C)c2ccc(OC)c(NC(=O)c3cccs3)c12	-2	.	4	2	-4	2	2	0.1	-0.4
CC(=O)N[C@@H]1[C@@H](O)[C@@H]2OC(c3ccccc3)OC[C@H]2O[C@@H]1N=[N+]=[N-] (stereo partly specified)	7	-0.8	0	-1	2	8	.	2.2	-0.1
CCN(CC)C(=O)c1ccc(Nc2nnc(-c3ccc(O)cc3)c3ccccc23)cc1	-1	1.9	-13	14	1	3	-2	-1.7	3.6
CCOC(=O)CC1COCCN1C(=O)c1cc(COc2ccc(F)cc2Cl)on1 (stereo unspecified)	-6	-0.9	-8	12	3	0	-3	-1.8	3.6
C[N+]1(C)[C@@H]2CC[C@H]1CC(OC(=O)[C@@H](CO)c1ccccc1)C2 (stereo partly specified)	1	-1.1	2	6	5	-8	13	-0.6	0.8
COc1cc2cc(CCCOC(=O)CCC(=O)O)oc(=O)c2cc1OC	0	-1.1	-3	23	10	4	-4	0.0	4.2
Cc1ccc(S(=O)(=O)N2CCCCC2)cc1NC(=O)C1CCN(C(=O)OC(C)(C)C)CC1	13	-2.0	.	8	-3	2	-2	-1.1	.
Cc1cccc(C)c1NC(=O)CNC(=O)c1cncc(Br)c1	1	-5.7	2	12	2	1	0	.	-0.2
COC(=O)c1ccccc1NC(=O)C1CCC(=O)N1S(=O)(=O)c1ccc(C)cc1 (stereo unspecified)	9	.	1	4	1	20	1	0.5	-1.9
Cc1cc(Cl)nc(Cl)c1C(=O)NCCc1ccccc1	2	-0.3	1	7	22	1	-6	-1.7	-1.5
CCCCNc1c(-c2ccc(SC3CCCCC3)cc2)nc2cnccn12	7&5	-0.6	4	3	18	-17	-7&-9	-0.8	.
Cc1ccc(OCC(=O)Nc2ccc3c(c2)OC(F)(F)O3)c([N+](=O)[O-])n1	0	.	-7	2	2	5	-10	0.4	-2.2
CCNC(=O)COc1ccc2ccccc2c1	3	0.4	-6	-5	3	6	-18	-3.5	-0.6
CCCS(=O)(=O)NCCc1cc2cc(C)c(C)cc2[nH]c1=O	-4	-3.4	-7	22	8	-1	-7	-2.3	1.1
O=C1CC(c2cccnc2)c2cc3c(cc2N1)OCCO3 (stereo unspecified)	-6	3.6	-12	-4	2	7	1	1.1	-1.8
OCc1csc(=Nc2ccccc2)n1-c1ccccc1	-7	-7.9	-3	11	-3	8	-3	0.5	1.9
COC(=O)c1ccccc1NCC(=O)c1ccc(OC)cc1	4	0.9	-6	0	9	18	-2	-2.0	-1.6
CC(C)C[C@H](NC(=O)C1CC(=O)N(c2ccc(F)cc2)C1)C(=O)N1CCCCC1 (stereo partly specified)	-3	-3.1	1	-2	-1	0	0	-4.0	2.3
CCOC(=O)c1c(C)n(C)c2ccc(OC)c(NC(=O)CN3CCN(C4CCCCC4)CC3)c12	-3	0.2	5	11	0	-1	2	1.3	-4.4
COc1ccc(S(=O)(=O)N(C)C2(C)CCS(=O)(=O)C2)cc1OC (stereo unspecified)	-5	.	-4	-3	1	4	1	-1.1	-0.2
Cc1ccc(S(=O)(=O)Cn2nnnc2CN2CCN(C(=O)c3ccco3)CC2)cc1	1	1.5	4	2	4	-8	-7	-1.3	-0.3
CC1CN(S(=O)(=O)c2ccccc2)CC(C)O1 (stereo unspecified)	-3	-1.1	9	1	0	-1	0	-2.0	-0.2
CCCCCCS(=O)Cc1ccccc1 (stereo unspecified)	1	-1.7	-5	10	0	-10	-52	0.6	-0.1
COc1cccc(NC(=O)N2CCCC2C(=O)NC(C)C)c1 (stereo unspecified)	-3	-0.1	-1	4	3	5	9	-2.3	-3.7
O=C1CN(S(=O)(=O)c2ccc(F)cc2)CCN1	5	-0.9	2	9	2	1	-10	0.2	1.4
CSc1ccc(CNC(C)C(O)c2ccccc2)cc1 (stereo unspecified)	0	-1.2	-5	11	-2	0	-7	-2.7	-1.4
O=C(NCCc1cccs1)C1CC(c2cccc(F)c2)=NO1 (stereo unspecified)	-9	-2.2	8	5	0	3	-5	1.0	1.6
CCCN(CCC)S(=O)(=O)c1cc(CN2C(=O)c3cccnc3C2=O)ccc1OC	-6	-1.3	10	11	2	-7	6	-0.4	0.4
Clc1ncnc2c1oc1ccccc12	2	-7.8	-1	5	0	1	-44	-0.4	-1.1
COc1cc(CCC(=O)Nc2cccc(C(F)(F)F)c2)cc(OC)c1OC	10	.	-4	11	-1	5	1	-2.4	2.0
COc1cccc(-n2cc(CNCc3cn(C)nc3-c3ccccc3F)cn2)c1	-5	-2.7	2	1	2	12	-2	-1.7	-1.0
COc1cc(C(=O)NC2=NCCS2)ccc1OCc1c(C)noc1C	-3	1.1	-2	-2	-1	4	-6	-2.6	0.6
Cc1ccc(C)c(C(=O)COc2ccc(C)nc2[N+](=O)[O-])c1	5	-1.9	1	-4	2	5	-10	-1.1	0.2
COCc1cccc(C(=O)NC(c2ccccc2)c2ccccc2)c1	-7	0.4	6	-7	1	4	7	-2.9	0.4
COc1ccc(Cl)cc1NC(=O)CN(C)C(=O)Cc1ccc(-c2ccccc2)cc1	-7	0.1	-24	3	-1	-13	-1	-2.9	-2.7
CC(C)(O)/C=C/C(=O)[C@](C)(O)C1[C@H](O)C[C@@]2(C)C3CC=C4C(C[C@H](O)[C@@H](O)C4(C)C)[C@]3(C)C(=O)C[C@]12C (stereo partly specified)	.	-0.7	3	-1	2	5	-6	-4.3	1.7
O=C1/C(=C/c2ccccc2)NC(=S)N1C(c1ccccc1)c1ccccc1	6	-3.1	-12	13	2	-11	6	0.5	-2.2
CCc1cc(C(=O)N=Nc2c(O)[nH]c3ccc([N+](=O)[O-])cc23)c2ccccc2n1	-14	.	-14	22	-4	-5	-3	1.5	0.4
O=C(Nc1ccccc1)c1cccc(N2C(=O)CCC2=O)c1	0	1.9	5	4	2	8	6	-1.1	-1.2
O=c1c2c([nH]c3ccc(Br)cc13)CCCC2	2	-0.6	-3	-6	-2	1	-6	-2.2	5.2
Cc1onc(-c2ccccc2)c1C(=O)NC(=S)NNC(=O)c1ccc(O)cc1	-7	.	9	19	3	6	-8	2.4	2.5
CCOc1ccc(S(=O)(=O)/N=C(\N)c2ccccc2)cc1	2	.	2	3	0	3	.	-0.9	-0.6
COc1ccc(N(CC(=O)NCCSc2ccccc2)S(=O)(=O)c2ccccc2)c(OC)c1	-5	-0.9	-5	5	-1	-10	8	-0.7	-4.6
The listing continues:
SMILES	PrPC TRFRET	BioA inh	Rv3671c protease	GDH-TPI counter	Mtb FBA inh	MazEF act	BoNT F protease	FadD28 binding	UGM FP inh
CNc1snc(C)c1C(=O)OCC(=O)c1ccc(OC)c(F)c1	7	-1.9	-2	1	-1	5	0	-5.7	1.6
O=C1CC(N2CCC(n3c(=O)[nH]c4ccccc43)CC2)C(=O)N1c1ccc(F)cc1 (stereo unspecified)	1	0.5	0	4	3	0	5	-0.9	-1.0
Cc1cccc(CC(=O)N2CCCC2)c1	-7	-0.4	-1	-7	-2	8	?	-2.3	-2.4
O=C(COC(=O)c1ccccn1)Nc1c(Cl)cccc1Cl	-2	-0.5	0	-2	4	-4	-10	0.7	2.7
CC(C)CCn1c(SCC(=O)NC2CC2)nc2cc(Cl)ccc2c1=O	6	-0.5	6	6	2	-1	5	-3.2	2.1
CCOC(=O)c1oc2ccc(S(=O)(=O)Nc3ccc4c(c3)n(C)c(=O)n4C)cc2c1C	15	3.5	-12	1	-3	-2	-11	-0.1	3.0
COc1cc(/C=N/NC(=O)c2cccc(S(=O)(=O)N3CCCCC3)c2)cc(Br)c1O	0	.	5	12	1	-7	-6	-0.7	-1.0
CC(C)OC(=O)CCCCCN1C(=O)CSC1=S	1	12	-29	-4	1	-1	-5	-2.9	0.8
Nc1ccc(N(CCO)CCO)cc1	-7	.	-73	3	-2	-104	-9	1.2	2.9
C/C(Cl)=C\Cn1c(Nc2cccc(C)c2)nc2c1c(=O)n(C)c(=O)n2C	0	.	2	12	1	2	-3	-2.3	1.0
CCc1ccc(NC(=O)Cn2nnc(C(=O)NCc3ccc4c(c3)OCO4)c2N)cc1	4	-2.1	-40	9	-3	-86	-5	-0.6	-2.5
COCCCNC(=O)c1ccc(N2CCOCC2)c(NS(=O)(=O)c2ccc(OC)cc2)c1	-4	1.4	-8	13	3	3	-2	0.3	-0.4
O=C(Nc1ccc(F)cc1F)c1csc(-c2cccs2)n1	7	.	13	3	0	11	-8	-1.1	1.3
COc1cccc(CNCc2cccnc2)c1OCc1ccccc1	-9	-0.3	-7	6	-5	-12	-2	0.6	-0.8
